Bioassay records from PubChem.
KCNH2 3.1 inh – inhibitors of human KCNH2 3.1 potassium channel isoform. AID 720553. activity change, % (tested at about 1.8 µM). 340,000 compounds, 0.95% hits. U2OS KCNH2 3.1, thallium flux FluxOr; hits give low values;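 active = maximum activity change below -70%; inconclusive = maximum activity change from -70% to -50%; inactive = maximum activity change above -50%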;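 note: thallium influx rate constant from kinetic fluorescence after stimulation buffer; % is set by controls: 0 for no effect and ±100 for the full control effect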
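Normalized rate constant (relative to positive and negative DMSO controls) derived from a 2 min kinetic fluorescence read after stimulation; U2OS cells expressing the 3.1 isoform via virus at 1.77 x 10^8 /mL.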
Mito fusion act – inhibitors of mitochondrial division or activators of mitochondrial fusion. S. cerevisiae fusion-defective mutant growth rescue, CellTiterGlo 48 h. Potency, µM (doses to about 46.1 µM), without a hit: at the top dose growth rescue (activation), actives largely listed as activators. 320,000 compounds, 0.23% hits. AID 485298;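 note: potency is the fitted concentration of half-maximal effect; % of control where 0% means no effect; nearly all actives have a fitted effect of over 45% in size; temperature-sensitive fusion mutants such as fzo1-1 at 37 °C on non-fermentable ethanol glycerol medium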
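Compounds are tested for their ability to restore growth of mitochondrial fusion-defective yeast strains at non-permissive 37C in YPEG medium over 48 hours. Viability is quantified by luciferase luminescence.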
A-T KAP1 phos – potential ataxia-telangiectasia treatment | Potency, µM (doses to about 57.5 µM), for the others: top-dose activation, actives largely listed as activators | 320,000 compounds, 0.19% hits | AID 485349 | […] A-T fibroblasts, KAP-1 phosphorylation AlphaLISA; neocarzinostatin DNA damage 30 min before lysis; note: potency is the fitted concentration of half-maximal effect; % of control where 0% means no effect; nearly all actives have a fitted effect of over 45% in size
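ATM-like activity read as KAP-1 phosphorylation via AlphaLISA donor/acceptor antibody pairs after lysis and 6 hr at 25C. Cells were ATM-null patient fibroblasts ([…], hTERT), dosed 60 min, then exposed to the DSB inducer NCS for 30 min.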
TRPV1 ag – agonists of human vanilloid receptor 1 (TRPV1); 320,000 compounds, 0.19% hits; TRPV1-expressing cells, Fluo-8 calcium influx, agonist mode; activation, % at 8.33 µM; Q8NER1; in the data active = activation above about 80%; inconclusive = between about 30% and that limit; note: 0% is about no effect
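Fluo-8 calcium influx in TRPV1-expressing cells, kinetic read (ex 480/em 520 nm). Compound added and read 3 min for agonist activity, followed by capsaicin at EC20 final and 2 min further read for enhancement.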
TSHR antag – human thyrotropin receptor antagonism. P16473. TSHR-expressing cells, TSH-stimulated cAMP HTRF, 2 h; hits give low values. activity change, negative = inhibition, % at 11.5 µM. 330,000 compounds, 0.2% hits. AID 504810;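 active = activity change below a set negative limit, meaning inhibition stronger than a set level, cut at about -70% in these data; inconclusive = activity change between two set negative limits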; note: % is set by controls: 0 for no effect and ±100 for the full control effect
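Freshly harvested TSHR cells receive pin-tooled compound, then EC80 TSH at 4nM final. After 2 hours at 37 deg C, antibody in lysis buffer and cAMP-d2 are added; 30 minutes at ambient temperature precede the HTRF read.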
TCR activator – activators of T cell receptors. 330,000 tested, under 10 active. AID 504894. Potency, µM (titrated, usually from 9.22 µM), without a hit: at the top dose activation of IL-2 secretion, actives largely listed as activators. primary human leukocytes, anti-CD3, IL-2 HTRF, 48 h; note: % of control where 0% means no effect
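Human primary leukocytes + a-CD3 beads + cpd, 48 hr; IL-2 in supernatant by HTRF (ex 320nm / em 665nm). No co-stimulatory signal supplied.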
KCNH2 WT inh – blocks the wildtype human KCNH2 potassium channel; U2OS, BacMam KCNH2, thallium flux FluxOr; hits give low values; activity change, % at 1.84 µM; 340,000 compounds, 0.37% hits; Q12809;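 active = maximum activity change below -70%; inconclusive = maximum activity change between -70% and -50%; inactive = maximum activity change above -50%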; note: % is set by controls: 0 for no effect and ±100 for the full control effect
Target sequence (Q12809 whole entry, looked up): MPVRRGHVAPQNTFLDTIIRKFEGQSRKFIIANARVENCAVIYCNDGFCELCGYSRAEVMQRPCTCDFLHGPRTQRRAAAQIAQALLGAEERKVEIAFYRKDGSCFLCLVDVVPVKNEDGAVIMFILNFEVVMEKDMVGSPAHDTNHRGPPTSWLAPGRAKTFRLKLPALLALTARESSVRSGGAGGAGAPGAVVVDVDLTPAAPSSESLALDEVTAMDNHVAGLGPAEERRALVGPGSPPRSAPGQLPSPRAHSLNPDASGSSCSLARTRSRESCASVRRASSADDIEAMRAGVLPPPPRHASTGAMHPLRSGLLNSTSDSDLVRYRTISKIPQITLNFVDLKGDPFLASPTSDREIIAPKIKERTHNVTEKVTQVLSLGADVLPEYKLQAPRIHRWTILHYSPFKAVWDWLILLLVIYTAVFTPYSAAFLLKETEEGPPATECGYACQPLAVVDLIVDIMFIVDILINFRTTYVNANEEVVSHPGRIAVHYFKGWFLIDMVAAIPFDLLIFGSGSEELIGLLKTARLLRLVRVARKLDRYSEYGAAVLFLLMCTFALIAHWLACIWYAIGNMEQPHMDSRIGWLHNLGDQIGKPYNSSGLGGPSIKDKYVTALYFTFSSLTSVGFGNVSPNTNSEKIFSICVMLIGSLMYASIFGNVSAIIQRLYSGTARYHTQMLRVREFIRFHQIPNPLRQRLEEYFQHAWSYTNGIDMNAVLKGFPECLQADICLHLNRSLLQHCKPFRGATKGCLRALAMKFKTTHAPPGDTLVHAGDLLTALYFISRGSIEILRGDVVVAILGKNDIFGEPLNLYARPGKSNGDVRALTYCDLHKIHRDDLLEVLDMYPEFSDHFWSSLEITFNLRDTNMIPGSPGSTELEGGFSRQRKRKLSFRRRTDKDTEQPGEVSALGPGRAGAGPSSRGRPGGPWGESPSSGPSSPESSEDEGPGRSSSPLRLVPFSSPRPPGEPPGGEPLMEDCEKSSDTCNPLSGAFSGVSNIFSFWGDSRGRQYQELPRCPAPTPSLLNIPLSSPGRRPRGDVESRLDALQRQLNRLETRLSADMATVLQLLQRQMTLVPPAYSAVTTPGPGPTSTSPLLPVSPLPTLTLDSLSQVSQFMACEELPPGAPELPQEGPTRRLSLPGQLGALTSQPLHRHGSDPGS
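U2OS cells transduced with wild-type KCNH2 virus are loaded with FluxOr dye for 45 min, and thallium flux is measured in kinetic reads before and after stimulation buffer. Rate constants are normalized to DMSO controls.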
ELG1 DNA repair – inhibitors of ELG1-dependent DNA repair in HEK293T cells. 330,000 compounds, 2.3% hits. Potency, µM (highest dose often 46.1 µM), for inactives: at the highest dose activity change, negative = inhibition, actives largely listed as inhibitors. AID 504467. HEK293T ELG1-luciferase reporter, luminescence, 16 h; DNA damage induced by 5-fluorouridine; note: potency is the fitted concentration of half-maximal effect; % is set by controls: 0 for no effect and ±100 for the full control effect; nearly all actives have a fitted effect of over 55% in size
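Quantitative HTS, concentration-response format. 2,000 cells/well co-treated with 5-fluorouridine and compound, 16 hr in 5% CO2 at 37 °C; ONE-Glo luminescence read after 30 min.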
USP2a block – USP2a (human) protease inhibition; AID 463254; O75604; 330,000 compounds, 0.01% hits; Potency, µM (top dose mostly 38.3 µM), inactives show at the highest dose activity change, negative = inhibition, hits mostly inhibitors; USP2 core, Ub-CHOP2 coupled fluorogenic reporter, 485/531;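 note: potency is the fitted concentration of half-maximal effect; plate controls were DMSO wells for no effect and full inhibition by NEM control for full effect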
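USP2 core (10nM final) preincubated 30min RT with compound in 20mM Tris-HCl pH 8.0, 2mM CaCl2, 2mM beta-mercaptoethanol, 0.05% CHAPS; 25nM Ub-CHOP2 plus 25nM reporter substrate added, fluorescence (Ex485/Em531) read after 60min.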
Eya2 phos inh – Eya2 (human) phosphatase inhibition. O00167. Potency, µM (titrated, usually from 76.9 µM), without a hit: top-dose activity, negative = inhibition, most hits filed as inhibitors. recombinant Eya2, OMFP fluorescence dephosphorylation (OMFP is methylfluorescein phosphate). 330,000 compounds, 0.006% hits; note: potency is the fitted concentration of half-maximal effect; % is set by controls: 0 for no effect and ±100 for the full control effect
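Eya2 protein (added as 0.2 uM solution) was preincubated with compound for 10 min at ambient temperature in 50 mM HEPES pH 7.5, 50 mM NaCl, 5 uM MgCl2, 0.05% BSA, 1 mM DTT. OMFP (added at 50 uM) then reacted 10 min; fluorescence read at 485/525 nm.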
* hit, by the source's call; ? = inconclusive; nt = not tested or not shown; [ ] = another dose, or the depositor's remark. Unless noted, calls come from the whole dose curve; as a rule, active = well fitted curve in the direction sought with a large enough effect; inconclusive = small, poorly fitted or top-dose-only effect, or another doubt; inactive = no such curve, though single readings can be large; an effect the other way counts as inactive or inconclusive. A portion of the library. The share of hits here may be higher or lower than overall.

SMILES | KCNH2 3.1 inh | Mito fusion act | A-T KAP1 phos | TRPV1 ag | TSHR antag | TCR activator | KCNH2 WT inh | ELG1 DNA repair | USP2a block | Eya2 phos inh
Cc1ccc(Cn2c(CCCO)nc3ccccc32)cc1 | 7 | -7% | 1% | ? | -6 | nt | 1 | 5% | -1% | -1%
COc1cc(OC)cc(-c2cc3cc4c(cc3cn2)OCO4)c1 | nt | nt | 6% | nt | -48 | -2% | nt | ? | 0% | -2%
Cc1ccc(NC(=S)N2CCN(c3ncccn3)CC2)c(C)c1 | -11 | -6% | -5% | 1 | 13 | 4%[46.1 µM] | 3 | -19% | 1% | -9%
COCCN(CCOC)Cc1cc(=O)oc2cc3c(cc12)CCC3 | 0 | 8% | 3% | 27 | 3 | nt | -10 | 22% | 2% | 8%
CCCN1CCN(C(=O)Nc2ccc(C(=O)OCC)cc2)CC1 | -22 | 2% | 1% | 3 | -4 | 3% | 3 | 0% | 1% | 12%
CCc1cn(C2CC(O)C(CO)O2)c(=O)[nH]c1=O (centres undefined) | 2 | -1% | -26% | -6 | 5 | -3% | 2 | ? | -8% | -1%
O=C(c1ccccc1)c1ccc(-c2ccc(O)cc2)cc1 | -8 | ? | 8% | 7 | -17 | 3% | -1 | ? | 2% | 3%
Cc1cc(NS(=O)(=O)c2ccc(NC(=O)CSc3nc4sc(C)c(C)c4c(=O)[nH]3)cc2)no1 | 11 | ? | -5% | 0 | 20 | -4% | nt | 14% | -1% | -16%
CCCOc1ccc(N2C(=O)CC(NCc3cccs3)C2=O)cc1 (centres undefined) | -8 | -2% | 0% | 0 | -13 | 2%[46.1 µM] | -6 | -1% | 4% | 5%
Cc1cc(-c2nn(-c3ccccc3F)cc2CN2CCCC(CO)C2)c(C)s1 (centres undefined) | 2 | 10% | -3% | 2 | 22 | 0% | 30 | 23% | 2% | 6%
CC(=O)/C(N=Nc1nc2c([nH]1)c(=O)n(C)c(=O)n2C)=C(\C)O | 4 | 2% | 7.1µM* | -2 | -1 | 3% | 6 | ? | 8% | 2%
COc1ccccc1CN1CCC(n2nccc2NC(=O)c2ccccc2Cl)CC1 | -49 | -13% | 5% | 1 | 3 | 1% | 0 | 9% | 3% | -1%
COc1ccc(-c2nc3cccc(C)n3c2NCC2CCCO2)cc1O (centres undefined) | 7 | -3% | -1%[11.5 µM] | 2 | -19 | -5% | -13 | ? | 0% | 5%
COCCn1c(SCC(=O)Nc2ccc(F)cc2)nc2ccccc2c1=O | 6 | 0% | -3% | 21 | 26 | -3% | -2 | -2% | -1% | 11%
CNC(=S)NNC(=O)c1c(C)nc2cc(C)ccn12 | 29 | -3% | 2% | 1 | -8 | -6% | -7 | -6% | 7% | 3%
COc1cccc(-n2ccn(CC(=O)NCCc3ccccc3)c(=O)c2=O)c1 | 4 | 15% | 2% | 4 | -32 | 7% | -3 | 0% | -4% | -6%
COc1ccc(C(C)=O)cc1CSc1nnc(Nc2ccc(C)cc2C)s1 | -14 | 16µM* | -2% | -2 | -6 | 8%[46.1 µM] | 8 | -22% | 3% | -13%
Cc1[nH][nH]c(=O)c1C(c1ccc(-c2cccc(C(=O)O)c2)o1)c1c(C)[nH][nH]c1=O | 0 | 3% | -3% | 4 | -11 | 3% | -4 | 12% | 5% | 14%
Cc1ccc(C(=O)Nc2ccc3cn[nH]c3c2)cc1S(=O)(=O)N1CCCCC1 | -26 | 5% | -2% | 4 | -15 | 0% | -8 | ? | -1% | -5%
N#Cc1nc(Nc2cccc(Cl)c2)c2ncn(C3CCCC3)c2n1 | nt | 16% | 9% | 3 | ? | -1% | nt | ? | -1% | -1%

Brought forward from above: three compounds, followed by the next part.
SMILES | KCNH2 3.1 inh | Mito fusion act | A-T KAP1 phos | TRPV1 ag | TSHR antag | TCR activator | KCNH2 WT inh | ELG1 DNA repair | USP2a block | Eya2 phos inh
Cc1[nH][nH]c(=O)c1C(c1ccc(-c2cccc(C(=O)O)c2)o1)c1c(C)[nH][nH]c1=O | 0 | 3% | -3% | 4 | -11 | 3% | -4 | 12% | 5% | 14%
Cc1ccc(C(=O)Nc2ccc3cn[nH]c3c2)cc1S(=O)(=O)N1CCCCC1 | -26 | 5% | -2% | 4 | -15 | 0% | -8 | ? | -1% | -5%
N#Cc1nc(Nc2cccc(Cl)c2)c2ncn(C3CCCC3)c2n1 | nt | 16% | 9% | 3 | ? | -1% | nt | ? | -1% | -1%
CN(C)CCCNC1CS(=O)(=O)CC1O (centres undefined) | 4 | -5% | 0% | 3 | 2 | 1% | -4 | 5% | -1% | 0%
CC(=O)Nc1ccc(S(=O)(=O)NCCC(=O)N2CCC(Cc3ccccc3)CC2)cc1 | -9 | 1% | -6% | -3 | 6 | -6% | -1 | -8% | 1% | 6%
Cc1ccc(-n2[nH]c(C)c(/C=N/Nc3ccc([N+](=O)[O-])cc3[N+](=O)[O-])c2=O)cc1C | -9 | -4% | -14% | -2 | ? | -4%[46.1 µM] | -13 | 10µM* | 1% | 1%
Cc1ccc(O)c(-c2cc(C(=O)NCc3ccc4c(c3)OCO4)[nH]n2)c1 | 2 | -1% | 9% | 8 | 2 | 0% | 16 | 17% | -5% | 16%
O=C(Nc1cccc(F)c1)C1CCCN(S(=O)(=O)c2ccccc2)C1 (centres undefined) | 8 | 2% | 8% | 16 | -9 | -4% | 5 | ? | 6% | -3%
COc1cc(CC(=O)OCC(=O)NCc2ccc(C)cc2)cc(OC)c1OC | 11 | -4% | 1% | 1 | 18 | 8% | 1 | 22% | 0% | 6%
Cc1csc(=O)n1CC(=O)OC(C)C(=O)Nc1ccc(F)c(F)c1F (centres undefined) | -20 | 3% | -3% | 1 | 3 | 1% | 2 | ? | 1% | -33%
COc1ccccc1CNC(=O)[C@H](C)N1C(=O)N2CCc3c([nH]c4ccccc34)[C@@]2(C)C1=O | -7 | 7% | 7% | 1 | -2 | -9% | 2 | ? | 0% | -2%
COc1ccc(C)cc1NC(=O)CCN1CCN(c2ccccc2)CC1 | -9 | -12% | -6% | 3 | 2 | -1% | 6 | -24% | -5% | -2%
CCOC(=O)N1CCN(CC(=O)Nc2c(C(=O)OC)[nH]c3cccc(Cl)c23)CC1 | 16 | 5% | 11% | 1 | -3 | 0% | 5 | ? | 2% | -4%
Cc1cc(C)c2c(n1)sc1c(=O)n(-c3ccccc3)c(=O)[nH]c12 | 9 | 18% | -6% | 3 | 2 | -2%[46.1 µM] | 1 | -2% | 0% | 3%
O=C1C(C2=NC(c3ccccn3)C3C(=O)N(c4ccc(Cl)cc4Cl)C(=O)C23)=C(O)c2ccccc21 (centres undefined) | 11 | 0% | -6% | -1 | -1 | -6% | 33 | ? | -1% | -12%
CC(=O)Oc1cc2c(C(C)=O)coc2c2ccccc12 | -2 | 8% | 1% | 5 | -7 | 7% | -1 | ? | 0% | -5%
COc1ccccc1NC(=O)c1cc(OC)c(OC)cc1[N+](=O)[O-] | -3 | 10% | 0% | -2 | 4 | 0% | -8 | ? | 1% | 0%
CC(=O)c1ccc(S(=O)(=O)Nc2ccc(C(=O)N3CCC3)cc2)cc1 | 8 | -1% | 0% | -1 | -5 | -2% | -17 | 2% | 3% | 7%
Cc1ccsc1CN(C)C(=O)c1cc(S(=O)(=O)N2CCOCC2)ccc1N1CCCC1 | 21 | 4% | 0% | 18 | -6 | 4% | -12 | -12% | 1% | 3%
CC1(C)OC(=O)C(=CNNc2c(Cl)cc(Cl)cc2Cl)C(=O)O1 | -7 | 4% | 9% | 4 | 8 | 2% | 6 | ? | 1% | 3%
Oc1cc(OCc2ccccc2)ccc1-c1[nH]ncc1-c1ccccc1 | -35 | 25% | -15% | 10 | -3 | -2% | 2 | 5% | -7% | -7%
Cc1cc(=O)n(-c2ccc3ccccc3n2)[nH]1 | 6 | 0% | 6% | 1 | -6 | 6% | -3 | ? | 0% | 6%

Taken from above:
In A-T KAP1 phos, CC1(C)OC(=O)C(=CNNc2c(Cl)cc(Cl)cc2Cl)C(=O)O1 is entered as 9%
In TSHR antag, Cc1ccc(O)c(-c2cc(C(=O)NCc3ccc4c(c3)OCO4)[nH]n2)c1 is entered as 2
In TCR activator, Oc1cc(OCc2ccccc2)ccc1-c1[nH]ncc1-c1ccccc1 is entered as -2%
In KCNH2 WT inh, Cc1csc(=O)n1CC(=O)OC(C)C(=O)Nc1ccc(F)c(F)c1F (centres undefined) is entered as 2
In TRPV1 ag, Cc1cc(=O)n(-c2ccc3ccccc3n2)[nH]1 is entered as 1
In TSHR antag, CN(C)CCCNC1CS(=O)(=O)CC1O (centres undefined) is entered as 2
